hERG protect: shields human hERG channel from block by proarrhythmic agents; Q12809; CHO-hERG, FluxOR thallium flux, dofetilide IC70 present; activation (rescue from dofetilide block), less the hit threshold, % at 10 µM; hit rate 0.51% among 310,000;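 active = activation above the mean of controls blocked by dofetilide plus 5 SD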;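 also: thallium influx through hERG after potassium depolarization seen as dye fluorescence rise; in these data hits start at about 4.7%; inactives centre near -7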
KCNQ1 block: blocks the human KCNQ1 potassium channel; P51787; CHO-K1 KCNQ1, FluxOR thallium flux fluorescence; hits give high values; B-score at 10 µM; hit rate 1.3% among 310,000; AID 2642;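 active = compounds whose thallium flux B-score, printed positive for inhibition, exceeds three library SD while starting fluorescence stays within three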;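 also: channel opened by potassium depolarization with thallium stimulus after 20 min compound exposure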
Target sequence (P51787 whole entry, looked up): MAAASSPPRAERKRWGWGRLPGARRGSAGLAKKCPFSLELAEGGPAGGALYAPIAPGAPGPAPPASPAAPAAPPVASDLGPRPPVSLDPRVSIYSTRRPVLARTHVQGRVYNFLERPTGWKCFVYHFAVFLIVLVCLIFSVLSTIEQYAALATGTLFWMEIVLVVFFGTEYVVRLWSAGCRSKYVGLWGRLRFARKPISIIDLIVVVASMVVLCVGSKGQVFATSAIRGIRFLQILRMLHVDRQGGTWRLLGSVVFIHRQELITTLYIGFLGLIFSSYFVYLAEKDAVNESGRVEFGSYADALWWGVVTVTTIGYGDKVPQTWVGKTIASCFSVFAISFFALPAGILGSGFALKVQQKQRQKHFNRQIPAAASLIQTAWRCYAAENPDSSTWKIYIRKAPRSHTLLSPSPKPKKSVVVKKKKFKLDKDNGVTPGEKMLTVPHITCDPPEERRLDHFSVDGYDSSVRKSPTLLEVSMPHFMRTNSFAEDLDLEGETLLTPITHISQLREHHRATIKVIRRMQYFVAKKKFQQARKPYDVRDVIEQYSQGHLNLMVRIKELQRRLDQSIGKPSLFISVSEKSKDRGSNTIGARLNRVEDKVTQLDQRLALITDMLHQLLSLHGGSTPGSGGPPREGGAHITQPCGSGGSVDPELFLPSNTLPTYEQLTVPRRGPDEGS
GSK3A inh: inhibitors of human GSK-3 alpha kinase; hit rate 0.1% among 320,000; P49840; inhibition, % at 10 µM; AID 2650; ADP-Glo luminescence, 60 min;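 in the data active = inhibition above about 50%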;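 also: GST-tagged GSK-3 alpha with peptide substrate and 25 µM ATP; 0% = DMSO neutral wells and 100% = GW8510 positive control wells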
Dyrk1A ADPGlo: inhibitors of rat Dyrk1A kinase. hit rate 0.43% among 310,000. inhibition, % at 12.5 µM. AID 504441. Q63470. ADP-Glo luminescence, NFATc1 peptide; in the data active = inhibition above about 50%;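 also: plate controls were vehicle with enzyme for no effect and no enzyme for full effect; many of its hits are not listed in these tables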
RGS4 act: RGS4 potentiation or activation; HEK293 M3R/inducible RGS4, carbachol calcium flux Fluo4; hits give low values; B-score at 10 µM; hit rate 0.92% among 310,000; AID 463111;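 active = B-score of the integrated calcium signal more than 4 SD below the library mean, with starting fluorescence not abnormally high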;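 also: negative B-score means reduced calcium response which marks RGS4 activation or potentiation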
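Reagent: ECmax carbachol challenge; Test system: M3R-expressing HEK293 line, RGS4 induced by doxycycline; Schedule: overnight RGS4 induction, 30 min dye load 37 °C, 20 min compound RT; Detection: calcium dye Fluo4 fluorescence; Read-out: Agonist-evoked peak-minus-minimum fluorescence over baseline, integrated ratio, B score.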
GSK3beta inhib: inhibitors of human GSK3beta kinase | hit rate 0.038% among 300,000 | AID 2097 | P49841 | activity score (negative = inhibition), % at 10 µM | GST-GSK3beta kinase, ADP-Glo luminescence, 60 min; hits give low values;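 active = more than half of replicate wells score below -50%, meaning over 50% inhibition versus plate controls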;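 also: 0% = median DMSO wells and -100% = median GW8510 positive control wells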
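Assay system: GST-fused GSK3beta enzyme, cell-free / Medium: Tris pH 7.5 buffer with MgCl2, DTT, BSA, heparin / Also added: peptide substrate plus 25 µM ATP (final) / Compound: 10 µM single point / Timing: kinase reaction with compound 60 min at room temperature / Detection: ADP-Glo luminescence / Benchmarks: DMSO neutral wells and GW8510 at 20 µM as positive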
PolyA inh: blocks polyadenylation in yeast reporter cells. S. cerevisiae SKY197-pL101 polyadenylation reporter, beta-gal luminescence; efflux-impaired pdr1/pdr3 knockout yeast; score 100 = 6 SD above DMSO. calls only at 12 µM. hit rate 0.02% among 300,000;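 active = lowest replicate activity score at least 50, where 100 means six control SD above control mean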;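 also: yeast exposed to compound for 9 h at 30 °C; higher score means more reporter readthrough which indicates perturbed polyadenylation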
KCNK3 inh: human KCNK3 channel inhibition, primary screen | hit rate 0.84% among 340,000 | B-score at 10 µM | CHO-KCNK3 thallium flux, FluxOR fluorescence; hits give low values | O14649;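 active = B-score under library mean minus 4 SD, starting fluorescence ratio at most library mean plus 5 SD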;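 also: more negative B-score means stronger inhibition of thallium flux through KCNK3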
Target sequence (O14649 whole entry, looked up): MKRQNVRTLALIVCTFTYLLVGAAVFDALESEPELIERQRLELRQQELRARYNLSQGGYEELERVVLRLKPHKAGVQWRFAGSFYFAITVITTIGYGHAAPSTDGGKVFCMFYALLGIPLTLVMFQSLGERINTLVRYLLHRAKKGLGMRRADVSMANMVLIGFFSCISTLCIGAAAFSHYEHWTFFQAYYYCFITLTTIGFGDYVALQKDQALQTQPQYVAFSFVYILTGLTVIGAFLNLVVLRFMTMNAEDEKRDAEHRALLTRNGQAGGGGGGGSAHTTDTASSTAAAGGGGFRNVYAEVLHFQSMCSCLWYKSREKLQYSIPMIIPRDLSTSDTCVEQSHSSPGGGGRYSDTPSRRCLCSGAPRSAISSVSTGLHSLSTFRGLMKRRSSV
KCNQ1 pot: potentiators or activators of human KCNQ1 potassium channel; AID 2648; hit rate 0.35% among 310,000; P51787; CHO-K1 KCNQ1, thallium flux FluxOR fluorescence; hits give high values; B-score at 10 µM;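 active = fluorescence ratio B-score, a plate-corrected score, at least three library SD, with initial intensity B-score within 5 SD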
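Test system: CHO-K1 cells stably expressing KCNQ1 / Medium: assay buffer / Also added: depolarizing K+/Tl+ stimulus, K2SO4 and Tl2SO4 each 12.5 mM in 5x stock / Incubation: 90 min dye loading and 20 min compound exposure, both at room temperature / Signal: thallium influx via FluxOR fluorescence, kinetic imaging / Evaluation: B score of baseline-normalized fluorescence ratio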
KCNK9 block: blocks the human KCNK9 two-pore domain potassium channel; Q9NPC2; HEK293 KCNK9, FluxOR thallium flux fluorescence; hits give low values; B-score at 10 µM; hit rate 1.2% among 310,000;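 active = ratio B-score over 3 SD below the library mean, with starting fluorescence within 5 SD of its mean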;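 also: negative B-score means less thallium flux so channel inhibition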
RGS4 block: human RGS4 inhibition | P49798 | HEK293 M3R/RGS4 inducible, Fluo-4 calcium flux; hits give high values; triggered by carbachol at its EC20 | B-score at 10 µM | hit rate 0.45% among 310,000;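 active = B-score, a plate-corrected calcium signal, over three deviations above library mean, with baseline fluorescence within five deviations of library mean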;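 also: RGS4 expression induced by doxycycline in cells with stable M3 receptor; B-score is computed from the integrated fluorescence ratio over baseline after carbachol; higher B-score means a larger calcium signal and so more RGS4 inhibition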
* = called active by the depositor; i = inactive; / = no result given. A portion of the library (hit frequency here may not be typical).

| mol | hERG protect | KCNQ1 block | GSK3A inh | Dyrk1A ADPGlo | RGS4 act | GSK3beta inhib | PolyA inh | KCNK3 inh | KCNQ1 pot | KCNK9 block | RGS4 block |
| --- | --- | --- | --- | --- | --- | --- | --- | --- | --- | --- | --- |
| Cc1ccc(S(=O)(=O)N2CCCCC2)cc1C(=O)NC1CC(C)(C)NC(C)(C)C1 | -13.4 | i | 0.3 | 2.9 | i | 0.9 | i | i | i | i | i |
| COc1ccc(Cc2nnc(SCC(=O)NC(C)c3ccccc3)o2)cc1 (stereo not given) | -6.9 | i | 0.3 | -0.2 | i | -3.3 | i | i | i | i | i |
| Cc1[nH]c(C)c(S(=O)(=O)NCc2ccccc2Cl)c1C(=O)N1CCCC1 | -10.2 | i | -1.7 | -5.0 | i | -0.6 | i | i | i | i | i |
| O=C1C=CC[C@H](/C=C/C[C@@H](O)C[C@H](O)CCc2ccccc2)O1 | -4.6 | i | 1.5 | / | i | 0.7 | i | / | i | i | i |
| CN(c1ccccc1C(=O)NC1CCCCC1)S(=O)(=O)c1ccccc1 | -16.9 | i | 0.5 | 10.3 | i | 3.8 | i | i | i | i | i |
| O=C(Nc1ccncc1)c1cc(-c2ccccn2)nc2ccc(Br)cc12 | -11.3 | i | -2.2 | -3.0 | i | -9.0 | i | i | i | i | i |
| CCCCN(CC)C(=O)/C=C/c1cccc([N+](=O)[O-])c1 | -0.9 | i | -0.4 | -3.3 | i | 1.2 | i | i | i | i | i |
| COc1ccc(NC(=O)C2CCCN(S(=O)(=O)c3ccc4c(c3)oc(=O)n4C)C2)c(OC)c1 (stereo not given) | -15.0 | i | 0.5 | 1.2 | i | 1.0 | i | i | i | i | i |
| Clc1ccc(N2COC3c4cccc5cccc(c45)C32)cc1 (stereo not given) | -16.8 | i | -2.4 | 1.1 | i | 1.7 | i | i | i | i | i |
| CCOC(=O)Cc1csc(NC(=O)c2ccncc2)n1 | -1.9 | i | 10.0 | 6.9 | i | -0.6 | i | i | i | i | i |
| O=C(CSc1nc(-c2ccccc2)c(-c2ccccc2)o1)N1CCOCC1 | -10.4 | i | / | 0.5 | i | -1.6 | i | i | i | i | i |
| Cc1ccc(-c2ccc(CCC(=O)O)n2-c2cccc(C(=O)O)c2)cc1 | -2.1 | i | -5.5 | 3.2 | i | -1.7 | i | i | i | i | i |
| Nc1nc(C23CC4CC(CC(C4)C2)C3)cs1 | -5.5 | i | -2.8 | 2.6 | i | 1.6 | i | i | i | i | i |
| Cc1ccc(S(=O)(=O)N(CC(=O)N2CCCC2)C2CCCCC2)cc1 | -6.4 | i | -1.2 | -4.6 | i | -1.3 | i | i | i | i | i |
| CCc1cccc(C)c1NC(=O)C1CCN(c2nn3c(=O)cc(C)nc3s2)CC1 | -8.8 | i | -0.2 | / | i | 2.4 | i | i | i | i | i |
| S=c1[nH]c(-c2ccccc2)cn1/N=C/c1ccccc1Br | 3.5 | i | -0.2 | 1.2 | i | -5.9 | i | i | i | i | i |
| COC(=O)CC(C(=O)Nc1cc(C(=O)OC)cc(C(=O)OC)c1)N1CCN(C)CC1 (stereo not given) | -2.8 | i | -1.6 | -1.0 | i | 0.0 | i | i | i | i | i |
| Cc1ccc(CN(C(=O)c2csnn2)C(C(=O)NC2CCCC2)c2ccc(C)o2)cc1 (stereo not given) | -10.0 | i | 0.1 | -4.3 | i | -0.4 | i | i | i | -6.79* | i |
| CCOc1ccc(N2CC(C(=O)NC3=NCCS3)CC2=O)cc1 (stereo not given) | -8.1 | i | -1.4 | 14.8 | i | 4.2 | i | i | i | i | i |
| COC(=O)C(Cc1cnc(Cl)s1)(C(=O)OC)c1ccc([N+](=O)[O-])cc1 | -6.8 | i | -1.6 | -4.0 | i | -7.1 | i | i | i | i | i |
| CCC(C)NC(=O)CN(C1CCCCC1)S(C)(=O)=O (stereo not given) | -6.0 | i | -0.8 | -0.5 | i | 2.4 | i | i | i | i | i |
| Cc1ccc2nc(-c3ccc(O)cc3)c(Nc3ccc4c(c3)OCCO4)n2c1 | -5.1 | i | -0.3 | 3.6 | i | -0.6 | i | i | i | i | i |
| CC(C)[C@H](NC(=O)OCc1ccccc1)C(=O)N[C@@H](Cc1c[nH]c2ccccc12)C(=O)O | 0.5 | i | -2.4 | -5.1 | i | -1.8 | i | i | i | i | i |
| Cc1ccnn1CC(=O)N/N=C/c1ccc([N+](=O)[O-])s1 | -5.2 | i | 1.9 | 4.0 | i | 2.5 | i | i | i | i | i |
| Cc1cc2ccccn2c1C(=O)c1nc(NCc2ccccc2)ncc1Cl | -7.0 | i | 0.5 | -1.2 | i | 1.4 | i | i | i | i | i |
| O=C(NCCCn1ccnc1)c1ccco1 | -3.2 | i | -0.9 | 4.2 | i | -27.2 | i | i | i | i | i |
| COc1ccc(NC(=O)NNS(=O)(=O)c2cc(C)ccc2C)cc1OC | -7.6 | i | -0.2 | 8.2 | i | -4.2 | i | i | i | i | i |
| COc1cc2c(C(=O)Nc3ccc4c(c3)OCO4)cn(CC(C)C)c(=O)c2cc1OC | -15.3 | i | -1.0 | / | i | -1.7 | i | / | i | i | i |
| CCOc1ccccc1NC(=O)CSc1nnnn1C1CCCC1 | -12.7 | i | -1.7 | 3.2 | i | 0.4 | i | i | i | i | i |
| C=Cn1cc[n+](CC(=O)c2cccs2)c1 | -0.1 | i | -5.6 | / | i | -0.5 | i | i | i | i | i |
| O=C(O)c1ccccc1C(=O)Nc1ccccc1 | -5.6 | i | 2.7 | -0.5 | i | -0.7 | i | i | i | i | i |
| COc1cc2c(cc1OC)C(C(=O)N1CCN(c3ccccc3)CC1)C(c1cccs1)N(C)C2=O (stereo not given) | -10.3 | i | -0.2 | -3.0 | i | 0.6 | / | i | i | i | i |
| O=C(Cc1cccc2ccccc12)Nc1cc(Cl)ccc1C(=O)O | -11.0 | i | 0.8 | 23.0 | i | 4.2 | i | i | i | i | i |
| COc1ccc(-c2c(=O)n(OCc3nc4ccccc4[nH]3)c3ccccc3[n+]2[O-])cc1 | -8.3 | i | 0.7 | -7.2 | i | 2.3 | i | i | i | i | i |
| Cc1cccc(NC(=S)N(C)C2(c3ccccc3Cl)CCCCC2=O)c1 (stereo not given) | -9.1 | i | -1.5 | 0.9 | i | 1.8 | i | i | i | i | i |
| O=C(NNS(=O)(=O)Cc1ccccc1)c1ccc([N+](=O)[O-])cc1 | -11.7 | i | -1.0 | -0.1 | i | -2.3 | i | i | i | i | i |
| CCC(c1nnnn1C(C)(C)C)N(Cc1cccs1)Cc1cc2cc(C)c(C)cc2n2nnnc12 (stereo not given) | -1.6 | i | -1.2 | / | i | 0.4 | i | / | i | -14.2* | i |
| COc1ccc(/C=C(/CC(=O)Nc2ccccc2)c2nc3ccccc3s2)cc1 | -7.0 | i | -2.0 | 9.2 | i | 0.0 | i | i | i | i | i |
| CCCCOc1ccc(C2CC(=O)NC2=O)cc1 (stereo not given) | -12.7 | i | 1.5 | -5.5 | i | -0.9 | i | i | i | i | i |
| O=C(Nc1cccc(Cl)c1)NC1CCCCC1 | -11.5 | i | 1.9 | 9.5 | i | 2.7 | i | i | i | i | i |
| Cc1ccc(CN2CCC(C(=O)NCCC(C)C)CC2)o1 | -6.2 | i | 10.5 | -4.6 | i | 0.7 | i | i | i | i | i |
| COC(=O)CNC(=O)c1cccc(Cl)c1 | -8.9 | i | -1.4 | 3.7 | i | 0.5 | i | i | i | i | i |
| CN1CCN(S(=O)(=O)c2ccc(NC(=O)c3ccccc3F)cc2)CC1 | -8.3 | i | 0.0 | 2.0 | i | 5.5 | i | i | i | i | i |
| O=C(c1ccccc1)C1CCN(C(=O)C2CCC(=O)N(Cc3ccccc3F)C2)CC1 (stereo not given) | -3.2 | i | -1.8 | -4.8 | i | -0.4 | i | i | i | i | i |
| CC1CN(S(=O)(=O)N2CCOCC2)CCN1S(=O)(=O)N1CCOCC1 (stereo not given) | -13.1 | i | 1.0 | -0.8 | i | -5.6 | i | i | i | i | i |
| O=C(CSc1nc2nc(-c3cccs3)cc(C(F)(F)F)c2c(=O)[nH]1)Nc1c(F)c(F)c(F)c(F)c1F | -12.8 | 10* | / | 6.6 | i | 5.2 | i | i | i | i | i |
| Cn1c(=O)c(=O)n(C)c2cc(S(=O)(=O)NCCN3CCN(c4ccccc4F)CC3)ccc21 | -10.1 | i | -0.5 | -4.8 | i | 1.9 | i | i | i | i | i |
| CC(OC(=O)c1cccc(O)c1)C(=O)N(C)Cc1ccccc1 (stereo not given) | -17.1 | i | -2.7 | 1.8 | i | 1.9 | i | i | i | i | i |
| O=C(CC1C(=O)NCCN1Cc1ccc(F)cc1Cl)NC1CCCCCCC1 (stereo not given) | -13.7 | i | -0.6 | -5.5 | i | -0.4 | i | i | i | i | i |
| Cc1[nH]n(-c2ccc(F)cc2)c(=O)c1/C=N/c1sc2c(c1C#N)CCCC2 | 20.0* | i | -0.6 | 4.7 | i | 1.3 | i | i | 34* | i | i |
| CN1C=C/C(=C\c2cc[n+](C)c3ccccc23)c2ccccc21 | -12.9 | i | / | 11.7 | i | 6.8 | i | i | i | i | i |
| Nc1ccc2c(c1)Nc1ccccc1CC2 | -1.6 | i | 1.3 | / | i | 2.8 | i | i | i | i | i |
| CC(=O)c1c(C)n([O-])c2ccc(C)cc2[n+]1=O | -12.2 | i | 0.2 | 3.8 | i | -21.5 | i | i | i | i | i |
| COc1cccc(OCCOc2ccc(/C=C3/SC(=S)NC3=O)cc2)c1 | -1.0 | i | -1.9 | 5.0 | i | -20.8 | i | i | i | i | i |
| NC(=O)Cn1c(=O)n(-c2ccccc2)c(=O)c2oc3ccccc3c21 | -8.6 | i | 0.0 | -4.0 | i | -2.7 | i | i | i | i | i |
| COc1cc(CN2CCC(n3nccc3NC(=O)c3ccc4c(c3)OCO4)CC2)ccc1O | -14.9 | i | -0.6 | -2.5 | i | -0.5 | i | i | i | i | i |
